D2 antagonist – antagonists of human D2 dopamine receptor. 340,000 compounds, 2% hits. HEK293 TREx D2 cells, calcium flux, dopamine EC80. inhibition, % at 10 µM. P14416. AID 485344; in the data active means inhibition above about 30%; further: 0% is about no effect
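Cells plated overnight at 30 C with tetracycline; no-wash calcium dye, 30–90 min RT; 10 s baseline; compound pinned; 180 s read; EC80 dopamine added; another 180 s read.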
RXFP1 antag – blocks the human relaxin receptor RXFP1. AID 1259400. activity change, negative = inhibition, % at 57.5 µM. 350,000 compounds, 0.59% hits. HEK293-RXFP1, relaxin-stimulated cAMP HTRF, 30 min; hits give low values;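 active means activity change of -60% or lower, but not beyond a set lower limit; inconclusive means change between -60% and -40%, or beyond the set limit; inactive means change above -40%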; further: on the % scale 0 is the no-effect control and ±100 the full control effect
D2 potentiator – positively modulates the human D2 dopamine receptor allosterically; P14416; HEK293 T-REx D2, calcium flux, EC20 dopamine potentiation; potentiation, % at 10 µM; 340,000 compounds, 0.34% hits;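 active means potentiation over 3 SD above the plate norm, cut at about 30% in these data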; further: 0% is about no effect
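Tetracycline-induced Hek293 Trex D2 cells, force-coupled to calcium, loaded with no-wash calcium dye. Compound added with 180 s kinetic read for agonism, then EC20 dopamine and a further 180 s read for potentiation.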
D1 antagonist – human D1 dopamine receptor antagonism; P21728; 360,000 compounds, 3.2% hits; HEK293 TREx D1 cells, calcium flux, dopamine EC80; hits give low values; AID 504652; activity change, negative = inhibition, % at 10 µM; in the data active means activity change below about -30%; further: on the % scale 0 is the no-effect control and ±100 the full control effect
Target sequence (P21728 whole entry, looked up): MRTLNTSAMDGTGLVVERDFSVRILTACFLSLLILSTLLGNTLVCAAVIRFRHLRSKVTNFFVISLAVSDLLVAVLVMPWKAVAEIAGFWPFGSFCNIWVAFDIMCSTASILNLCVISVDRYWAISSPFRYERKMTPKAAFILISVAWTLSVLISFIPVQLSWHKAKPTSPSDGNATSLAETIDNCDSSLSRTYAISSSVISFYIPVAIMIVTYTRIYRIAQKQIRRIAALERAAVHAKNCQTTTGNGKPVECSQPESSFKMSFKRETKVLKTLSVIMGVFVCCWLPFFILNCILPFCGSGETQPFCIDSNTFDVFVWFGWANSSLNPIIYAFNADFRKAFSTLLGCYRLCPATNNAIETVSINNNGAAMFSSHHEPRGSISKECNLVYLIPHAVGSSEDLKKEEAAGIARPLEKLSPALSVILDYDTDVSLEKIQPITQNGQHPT
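Using tetracycline-induced force-coupled D1 Hek293 cells and a calcium dye, signals were followed for 180 s after compound, then for 180 s after EC80 dopamine, to detect inhibitors.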
D1 PAM – potentiators of human D1 dopamine receptor; potentiation, % at 10 µM; HEK293 TREx D1 cells, calcium flux, dopamine EC20 potentiation; 360,000 compounds, 0.036% hits; P21728; in the data active means potentiation above about 30%; further: 0% is about no effect
TRHR agonist – TRH receptor (human) agonism. P34981. TRHR cells, calcium flux fluo-8, FDSS agonist mode. activation, % at 2 µM. 360,000 compounds, 0.18% hits. AID 493084; further: 0% is about no effect
Target sequence (P34981 whole entry, looked up): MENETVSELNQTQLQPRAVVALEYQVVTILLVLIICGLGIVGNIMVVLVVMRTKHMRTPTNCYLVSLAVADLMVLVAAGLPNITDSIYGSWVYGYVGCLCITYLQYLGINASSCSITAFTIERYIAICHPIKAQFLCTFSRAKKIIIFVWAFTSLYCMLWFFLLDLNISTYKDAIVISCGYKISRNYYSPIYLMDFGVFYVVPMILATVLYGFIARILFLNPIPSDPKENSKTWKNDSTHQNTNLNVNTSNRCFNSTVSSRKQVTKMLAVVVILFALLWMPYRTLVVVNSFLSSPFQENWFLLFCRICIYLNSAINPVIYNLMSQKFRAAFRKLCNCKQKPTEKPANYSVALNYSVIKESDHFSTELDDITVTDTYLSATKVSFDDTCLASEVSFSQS
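In this calcium-flux screen, cells bearing human TRHR are dye-loaded with fluo-8, baselined for 10 cycles, then exposed to library compounds; positive kinetic calcium responses during the agonist phase mark hits, with TRH as control.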
D1 agonist – agonists of human D1 dopamine receptor; P21728; HEK293 T-REx D1 cells, calcium flux, agonist mode; activation, % at 2 µM; 360,000 compounds, 1% hits; AID 504660; further: 0% is about no effect
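Inducible HEK293 T-REx D1 cells, force-coupled to calcium signalling, were plated at 4000 cells/well with tetracycline and held overnight at 30 C. After no-wash calcium dye loading, compound-evoked calcium rise over 180 s flagged agonists.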
D2 ag – D2 dopamine receptor (human) agonism | 340,000 compounds, 0.53% hits | AID 485358 | HEK293 T-REx D2 cells, calcium flux agonist mode | P14416 | activation, % at 2 µM;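 active means activation over 3 SD above normal in the single-dose calcium agonist read, cut at about 30% in these data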; further: 0% is about no effect
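Agonism scored from kinetic calcium signal (1 read/sec, 180 s) following compound pin transfer, after a 10 s baseline. Cells: HEK293 Trex line expressing inducible D2 receptor coupled to calcium, dye-loaded after overnight culture at 30 C.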
TRHR enhancer – TRH receptor (human) allosteric enhancement; enhancement, % at 2 µM; AID 493056; P34981; 360,000 compounds, 0.66% hits; TRHR cells, fluo-8 calcium fluorescence, EC20 TRH enhancement; in the data active means enhancement above about 30%; further: 0% is about no effect
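Enhancer read-out: after compound pinning and an initial kinetic agonist-mode read, an EC20 of TRH (10 nM final) was injected and fluo-8 calcium signal (Ex 480/Em 530) followed at 1 s/cycle for 100 cycles in TRHR-expressing cells.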
Starred values were filed as active, the others as inactive; u = inconclusive; x = no result given; & = joins results of further samples. Unless noted, no stated cut-off is given here; in the data, active means activation above about 30%; inactive means the rest. Not all compounds are listed. The share of hits here may be higher or lower than overall.

SMILES	D2 antagonist	RXFP1 antag	D2 potentiator	D1 antagonist	D1 PAM	TRHR agonist	D1 agonist	D2 ag	TRHR enhancer
COCCNC(=O)N1[C@H]2CC[C@@H]1C(C(=O)OC)=C(c1ccc(OC(F)(F)F)cc1)C2	-7	x	0	-16	1	-0.2	1	0.2	8
CCOc1nc(NC(C)C)nc(N2CC3CC(C2)c2cccc(=O)n2C3)n1 (configuration not stated)	4	-4	3	17	4	0.2	-2	1.2	-4
Cc1ccc(/C=C2\C(=O)NC(=O)N(CC3CCCO3)C2=O)s1 (configuration not stated)	7	-27	-8	-8	-3	0.2	3	0.2	1
C/C(=N\Nc1cccc2ccccc12)c1c(O)n(Cc2ccccc2)c(=O)[nH]c1=O	-9	-13	4	8	9	0.7	3	1.4	15
CCCN1CCC2(CC1)NC(CO)(CO)CO2	20	-6	-8	-2	-4	0.1	1	-0.4	2
CCCCNC(=O)Nc1ccc(C(O)(C(=O)OCC)C(F)(F)F)cc1 (configuration not stated)	8	-2	-1	10	0	0.4	7	-2.4	5
CC(c1ccccc1F)n1cc(C(=O)Nc2ccc3nc[nH]c3c2)nn1 (configuration not stated)	3	5	8	2	-2	0.1	3	-0.9	-4
COC(=O)C1=C(c2c(C)noc2C)C[C@@H]2CC[C@H]1N2C(=O)NCc1ccco1	3	x	2	1	-1	-0.3	-2	0.2	3
Clc1ccccc1Nc1ncnc(-n2cccc2)n1	12	4	8	17	5	-0.1	4	0.5	4
COC(=O)C1=C(c2cccc(C#N)c2)C[C@@H]2CC[C@H]1N2C(=O)NCc1cc(C)oc1C(F)(F)F	13	x	2	21	-1	0.4	0	0.4	-8
COc1cc(C(c2c(C)[nH]n(-c3ccccc3)c2=O)c2c(C)[nH]n(-c3ccccc3)c2=O)cc(OC)c1OC	x	-36	-6	12	-7	-0.5	-1	x	-7
CN(C)c1ccc(/C=C/c2cc[n+](C)c3ccccc23)cc1	2	-95*	-7	-1	1	-2.0	5	5.9	0
CN1C(=O)C(Cc2cccs2)C(=O)N(C)C1=O	-1	7	-3	-12	0	0.0	0	0.2	-6
Fc1ccc(C2=CCN(C(c3cccs3)c3nnnn3CCc3ccccc3)CC2)cc1 (configuration not stated)	-13	-3	8	-11	6	0.3	4	0.2	-2
CN1CCN(c2ccc([N+](=O)[O-])c(Sc3nncn3C)c2)CC1	8	u	2	-1	-6	0.7	1	-0.1	0
Cc1cc(C)c(-n2c(O)c(/C=N/NC(=O)c3ccncc3)c(=O)[nH]c2=O)c(C)c1	4	10	2	2	5	0.8	3	-0.4	0
CCCCCCCCN=Cc1c(O)[nH]c(=O)[nH]c1=O	-5	-7	2	0	4	0.0	2	-0.6	14
CNC(=O)Oc1cccc2ccccc12	2	20&15	3	-8	-3	0.5	3	0.5	2
COc1ccccc1N1C(=O)NC(=O)/C(=C\c2cnn(-c3ccccc3)c2)C1=O	6	u	-5	7	2	-2.2	3	2.7	4
CC/C(=N\NC(=O)c1ccccc1O)c1c(O)n(C2CCCCC2)c(=O)[nH]c1=O	-18	2	0	-2	5	0.0	1	0.4	2
O=C1COc2ccc(C(=O)COC(=O)Cc3ccccc3)cc2N1	-5	-9	1	-3	-4	0.5	1	0.2	-10
CCn1c(O)c(/C=N/NC(=O)c2ccccc2)c(=O)n(CC)c1=S	-11	-35	-6	-12	2	0.9	3	0.3	-6
O=C1CC(c2c(F)cccc2Cl)c2c(c3ccccc3oc2=O)O1 (configuration not stated)	x	6	-2	0	-2	0.5	0	0.3	1
O=C(CN1CCOCC1)c1ccc(Br)cc1	-12	-9	14	-16	-1	0.4	0	0.5	-6
CC1CCCCN1C(=O)Cn1cc(C=C2C(=O)N(C)C(=O)N(C)C2=O)c2ccccc21 (configuration not stated)	12	-5	7	8	5	0.5	3	0.1	13
COc1ccc(C2SCC(=O)Nc3c2c(C)nn3-c2ccccc2)cc1 (configuration not stated)	0	-5	4	4	-2	0.8	-1	0.0	-12
CC1CN=C(Nc2ccc(F)cc2)S1 (configuration not stated)	30	4	-1	-9	-3	0.3	0	1.7	-1
COC(=O)c1ccc(-n2c(C)nc3ccccc3c2=O)cc1	9	1	-3	x	0	0.1	-1	-0.2	6
O=S(=O)(c1ccc(Cl)cc1)N1CCCCC1c1cccnc1 (configuration not stated)	4	-16	0	-13	-4	-0.5	4	0.3	-4
O=C(COC(=O)c1ccc(O)cc1)Nc1ccc(Cl)cc1C(=O)c1ccccc1	-5	u	9	-1	-7	0.4	2	-0.7	-3
CCCCN1C(=O)C(C2c3ccccc3C(=O)N2Cc2ccccc2)C(=O)NC1=S (configuration not stated)	18	-7	1	-20	-3	0.3	1	-0.4	0
COc1cccc(-c2nn(Cc3ccccc3)cc2C(=O)O)c1	-7	0	-9	-18	-3	0.2	1	-0.1	0
CCN1C(=O)NC(=O)/C(=C/c2cc(C)n(-c3sc(C)c(C)c3C#N)c2C)C1=O	-24	-2	44*	6	1	-0.9	8	-1.5	12
COC(=O)c1c(C)n(Cc2ccc3c(c2)OCO3)c2ccc(O)cc12	12	-4	0	-9	-6	-0.4	5	0.1	0
COC(=O)C1=C(c2ccc(F)cc2F)C[C@@H]2CC[C@H]1N2C(=O)N1CCC(O)CC1	7	x	6	x	-4	-0.4	-3	-1.1	0
Cc1c(C=O)c2ccccc2n1Cc1ccccc1F	6	10	12	-11	-4	-0.5	3	0.8	-11
O=C1NC(=O)N(Cc2ccccc2Cl)C(=O)/C1=C/c1cccs1	6	-6	-3	-7	-1	0.7	3	0.2	1
Clc1ccc(CCNCc2ccncc2)c(Cl)c1	-15	7	-13	13	4	0.8	12	2.4	16
CCN(N=Nc1nonc1OC)c1nonc1OC	15	-10	1	1	-6	-0.4	0	-0.7	-1
CCCNC1=C(C)C(=O)C2=C(C1=O)C(COC(N)=O)[C@]1(OC)C3NC3CN21 (some centres not stated)	-11	-3	15	-14	0	0.7	3	1.7	11

Whole records as entered above. Screens in order: D2 antagonist	RXFP1 antag	D2 potentiator	D1 antagonist	D1 PAM	TRHR agonist	D1 agonist	D2 ag	TRHR enhancer
CCCCN1C(=O)C(C2c3ccccc3C(=O)N2Cc2ccccc2)C(=O)NC1=S (configuration not stated) is entered as 18	-7	1	-20	-3	0.3	1	-0.4	0
COC(=O)C1=C(c2ccc(F)cc2F)C[C@@H]2CC[C@H]1N2C(=O)N1CCC(O)CC1 is entered as 7	x	6	x	-4	-0.4	-3	-1.1	0
Cc1c(C=O)c2ccccc2n1Cc1ccccc1F is entered as 6	10	12	-11	-4	-0.5	3	0.8	-11
O=C(CN1CCOCC1)c1ccc(Br)cc1 is entered as -12	-9	14	-16	-1	0.4	0	0.5	-6
CCN(N=Nc1nonc1OC)c1nonc1OC is entered as 15	-10	1	1	-6	-0.4	0	-0.7	-1

The listing continues:
SMILES	D2 antagonist	RXFP1 antag	D2 potentiator	D1 antagonist	D1 PAM	TRHR agonist	D1 agonist	D2 ag	TRHR enhancer
CCCCCCNC(=O)N[C@@H](Cc1ccc(O)cc1)C(=O)NCCC[C@H]1CN2C(=NC[C@H]2C)N1CC1CCC1	4	x	2	12	-2	-0.4	2	0.7	4
COP(=O)(OC)C(O)C(Cl)(Cl)Cl (configuration not stated)	8	4	17	19	3	0.7	1	0.4	-2
COC(=O)C1=C(c2ccc(F)cc2OCc2ccccc2)C[C@@H]2CC[C@H]1N2C(=O)NCCOc1ccccc1	0	x	-1	-26	-1	-0.2	2	0.3	-4
c1ccc2c(CNC3CCCCC3)c[nH]c2c1	-10	-23	12	-13	-6	0.4	1	1.6	2
O=C(Nc1ccc2c(c1)OCO2)c1cccn(Cc2cccc(F)c2)c1=O	x	x	-3	x	-1	0.7	0	1.3	1
CN(C)CCOC(=O)c1cn(Cc2ccccc2)c2ccccc12	2	-6	-16	11	-8	3.5	18	0.0	-4
Cc1cccc(-c2nc(CN3C(=O)CN=C(c4ccccc4)c4ccccc43)c(C)o2)c1	x	x	-10	0	-1	-0.6	2	0.0	-13
O=Cc1c(C(=O)O)n(Cc2ccccc2F)c2ccccc12	-10	-10	1	-9	-11	-0.5	4	-0.1	10
NC(=O)Nc1cccc(C(F)(F)F)c1	14	-3	-4	-2	-2	0.1	1	0.3	-5
CC(C)CN1CCN(Cc2ccc(F)cc2Cl)CC1CCO (configuration not stated)	22	7	-12	5	0	0.6	1	0.9	5
O=C1NC(=O)C(=Cc2ccc(Oc3ccc([N+](=O)[O-])cc3)cc2)C(=O)N1	-10	-30	-6	-36*	10	-2.3	3	-2.4	3
Cc1cccc(N2C(=O)NC(=O)/C(=C\c3ccc(N4CCOCC4)cc3)C2=O)c1	-19	-34	7	-10	3	1.5	7	0.8	-1
c1cc2c(cc1[C@H]1OC[C@H]3[C@@H]1CO[C@@H]3c1ccc3c(c1)OCO3)OCO2	4	x	-5	-16	1	0.4	11	0.0	4
O=C(O)C1(c2ccc(Cl)cc2)CCC1	-14	-8	0	21	-2	-1.1	1	1.0	1
CCCn1cc2c3c(cccc31)C1CC(C)CN(C)C1C2 (configuration not stated)	87*	x	-29	-25	-14	1.1	4	39*	4
CCCCCCn1c(O)c(C=Nc2ccccc2N2CCOCC2)c(=O)[nH]c1=S	37*	-3	10	14	3	1.3	4	0.9	5
Cc1ccc2c(c1)c(=O)c1c3n2CCN(CC2CO2)C3CC1 (configuration not stated)	-2	-12	6	17	-2	0.9	0	0.4	11
O=C(N/N=C/c1c(O)n(C2CCCCC2)c(=S)[nH]c1=O)c1ccccc1O	-1	u	5	-13	4	-1.2	0	-1.0	7
CCOc1ccc(CN2CCCC(C(=O)c3ccccc3OC)C2)cc1 (configuration not stated)	72*	-1	-24	8	-4	0.4	5	0.4	0
O=C(CCC(=O)N1CC2C[C@@H](C1)Cn1c2cccc1=O)NCCc1ccccc1	-3	x	14	-4	2	0.3	2	0.6	20

4 of these compounds, set out differently.
Structure,D2 antagonist,RXFP1 antag,D2 potentiator,D1 antagonist,D1 PAM,TRHR agonist,D1 agonist,D2 ag,TRHR enhancer
CCOc1ccc(CN2CCCC(C(=O)c3ccccc3OC)C2)cc1 (configuration not stated),72*,-1,-24,8,-4,0.4,5,0.4,0
Cc1cccc(N2C(=O)NC(=O)/C(=C\c3ccc(N4CCOCC4)cc3)C2=O)c1,-19,-34,7,-10,3,1.5,7,0.8,-1
CCCCCCn1c(O)c(C=Nc2ccccc2N2CCOCC2)c(=O)[nH]c1=S,37*,-3,10,14,3,1.3,4,0.9,5
CCCn1cc2c3c(cccc31)C1CC(C)CN(C)C1C2 (configuration not stated),87*,x,-29,-25,-14,1.1,4,39*,4

Going on with the list.
SMILES	D2 antagonist	RXFP1 antag	D2 potentiator	D1 antagonist	D1 PAM	TRHR agonist	D1 agonist	D2 ag	TRHR enhancer
CC(C)OP(=O)(OC(C)C)C(NCc1ccccc1)c1ccccc1 (configuration not stated)	17	-3	-5	1	1	-0.8	2	0.5	1
Cn1cccc1/C=C1/C(=O)NC(=O)N(C(C)(C)C)C1=O	6	-22	11	-1	-12	0.9	1	1.0	0
CCN1CC=C(c2c[nH]c3ccccc23)CC1	83*	-5	-21	-16	-12	0.3	4	0.5	-4
CC(C)Oc1ccc(C2C(C#N)=C(N)Oc3c2c(=O)oc2ccccc32)cc1 (configuration not stated)	15	-6	2	10	-2	-0.5	0	0.0	14
